Screening results deposited in PubChem BioAssay by Broad Institute.
Pf Dd2 inh: P. falciparum Dd2 growth inhibitors, primary screen, SYBR Green fluorescence, single dose replicates; 72 h; hits give low values; activity change, % at 10 µM; actives 2.3% (n = 94,000); AID 1159554, 2015; in the data active means activity change below about -80%
T cruzi growth: T. cruzi intracellular proliferation inhibitors, primary screen, cell-based, beta-gal Tulahuen parasites, NIH3T3 host, luminescence | T. cruzi beta-gal in NIH3T3, GalScreen luminescence, 90 h | inhibition, % at 8.34 µM | actives 5.9% (n = 77,000);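 active means mean inhibition above about 93%, with at least 55% of replicates each passing it, limit read from the data, passing the limit was not always enough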
GASC1 inh: inhibitors of GASC-1 (KDM4C) histone demethylase, primary screen, biochemical, single concentration HTS | Lysine-specific demethylase 4C (Homo sapiens), Q9H3R0 | GST-KDM4C 2-372, H3K9me3 peptide, LANCE TR-FRET | inhibition, % at 12.5 µM | actives 0.15% (n = 96,000);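 active means mean replicate inhibition above about 25%, with at least 55% of replicates also reaching it, limit read from the data, passing the limit was not always enough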
Target sequence (Q9H3R0 2-372 limits assumed): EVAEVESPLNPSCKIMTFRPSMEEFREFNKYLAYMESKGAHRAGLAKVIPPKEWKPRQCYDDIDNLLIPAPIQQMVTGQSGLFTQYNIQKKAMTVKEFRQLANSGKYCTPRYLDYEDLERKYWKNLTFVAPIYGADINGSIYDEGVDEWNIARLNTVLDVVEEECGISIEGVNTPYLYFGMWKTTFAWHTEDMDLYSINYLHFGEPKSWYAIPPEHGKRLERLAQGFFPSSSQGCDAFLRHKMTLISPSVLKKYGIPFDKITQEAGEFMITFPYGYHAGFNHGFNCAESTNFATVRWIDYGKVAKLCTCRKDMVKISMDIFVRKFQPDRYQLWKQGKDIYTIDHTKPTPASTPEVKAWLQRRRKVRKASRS
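System: N-terminal GST-fused human GASC-1 (KDM4C) fragment, residues 2-372; amount: enzyme final amount 10 nM; incubation: reaction 30 min RT, detection step 1 h RT; medium: HEPES buffer, pH 7.5, plus ascorbate; technique: LANCE TR-FRET, Eu antibody, ULight-streptavidin, EDTA, ex 340 nm, em 618/671 nm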
C diff growth: C. difficile growth inhibitors, primary screen, HTS | Clostridium difficile clinical isolate growth, OD600, 24 h; hits give low values | growth activity, negative = inhibition, % at 16 µg/mL (by protocol) | actives 0.25% (n = 86,000) | AID 1259249, 2017;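 active means mean growth activity at or below -80% and every replicate also at or below -80%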;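 further: 0% = DMSO wells and -100% = levofloxacin 16 µg/mL wells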
* hit, by the source's call; & = joins results of further samples. Compounds were not picked by outcome; about 6.7% have a hit in one of these screens.

`C[C@@H]1CCCCO[C@@H](CN(C)Cc2ccc(C(=O)O)cc2)[C@@H](C)CN([C@H](C)CO)C(=O)c2cc(NC(=O)C3CCCCC3)ccc2O1` gave Pf Dd2 inh 23, T cruzi growth -17, GASC1 inh 0.7 and C diff growth -9.
C[C@@H]1CCCCO[C@@H](CN(C)S(C)(=O)=O)[C@@H](C)CN([C@H](C)CO)C(=O)c2cc(NC(=O)Nc3ccc(C(F)(F)F)cc3)ccc2O1 was read as Pf Dd2 inh 20, T cruzi growth 5, GASC1 inh 9.3 and C diff growth 10.
Screening Cc1noc(C)c1S(=O)(=O)N(C)C[C@@H]1OCCCC[C@H](C)Oc2ccc(NS(C)(=O)=O)cc2C(=O)N([C@@H](C)CO)C[C@H]1C returned Pf Dd2 inh 18, T cruzi growth -45, GASC1 inh -0.6 and C diff growth -1.
Screening CN1[C@@H]2c3ccc(/C=C/c4ccccc4)c(=O)n3C[C@@H]2[C@@H](CO)[C@@H]1C(=O)Nc1nccs1 returned Pf Dd2 inh -10, T cruzi growth 0, GASC1 inh 0.4 and C diff growth 3.
Screening COCc1cn(CC[C@@H]2CC[C@@H](NC(=O)c3ccccc3)[C@@H](CO)O2)nn1 returned Pf Dd2 inh 17, T cruzi growth -17, GASC1 inh -1.2 and C diff growth 2.
Screening C[C@@H]1CN([C@@H](C)CO)C(=O)c2cc(NC(=O)Cc3cn(C)c4ccccc34)ccc2O[C@H]1CN(C)Cc1ccc(C(F)(F)F)cc1 returned Pf Dd2 inh 1, T cruzi growth 113*, GASC1 inh 5.4 and C diff growth 8.
COc1ccc(S(=O)(=O)N(C)C[C@H]2Oc3ccc(NS(=O)(=O)c4cccs4)cc3C(=O)N([C@@H](C)CO)C[C@H]2C)cc1 was read as Pf Dd2 inh -22, T cruzi growth 38, GASC1 inh 1.0 and C diff growth -2.
Screening C[C@@H]1CN([C@@H](C)CO)C(=O)c2cc(C#Cc3cccc(F)c3)cnc2O[C@H]1CN(C)C(=O)C1CCOCC1 returned Pf Dd2 inh -8, T cruzi growth 79, GASC1 inh -1.9 and C diff growth 2.
For CC(C)C#Cc1cnc2c(c1)C(=O)N([C@H](C)CO)C[C@H](C)[C@@H](CN(C)C(=O)Cc1ccncc1)O2 the results were Pf Dd2 inh -53, T cruzi growth 27 and C diff growth 5.
Screening COc1ccc(S(=O)(=O)N(C)C[C@@H]2OCc3ccccc3-c3c(n(C)c4ccccc34)C(=O)N([C@H](C)CO)C[C@H]2C)cc1 returned Pf Dd2 inh -78, T cruzi growth 89 and GASC1 inh -3.6.
Screening O=C(CN1CCOCC1)N1CC(=O)N2[C@@H](CO)[C@H](c3ccc(-c4cccc(F)c4)cc3)[C@@H]2C1 returned Pf Dd2 inh -3, GASC1 inh -0.3 and C diff growth 3.
Screening O=C(C[C@@H]1C[C@@H]2c3cc(NC(=O)Nc4ccccc4F)ccc3O[C@@H]2[C@@H](CO)O1)NCc1cc(F)ccc1F returned Pf Dd2 inh -28, GASC1 inh -2.6 and C diff growth 2.
`CO[C@@H]1CN(C)C(=O)c2cc(NS(C)(=O)=O)ccc2OC[C@H](C)N(CC2CCOCC2)C[C@@H]1C` gave Pf Dd2 inh 40, T cruzi growth 25, GASC1 inh -0.2 and C diff growth 0.
`COc1ccc(CN(C)C[C@H]2Oc3ccc(NC(=O)NC4CCCCC4)cc3C(=O)N([C@H](C)CO)C[C@H]2C)cc1` gave Pf Dd2 inh 6, GASC1 inh 1.5 and C diff growth -4.
Screening CC=Cc1ccc2n(c1=O)C[C@@H]1[C@@H](CO)[C@H](C(=O)N[C@@H](C)c3ccccc3)N(C)[C@H]21 (mixture of isomers) returned Pf Dd2 inh 8, T cruzi growth -19, GASC1 inh 4.0 and C diff growth -1.
For COc1ccc2c3c([nH]c2c1)[C@@H](CO)N(C(=O)NC(C)C)CC31CCN(C(=O)C2CCCC2)CC1 the results were Pf Dd2 inh -66, GASC1 inh -1.4 and C diff growth -15.
Screening C[C@@H]1CN([C@@H](C)CO)C(=O)Cc2cc(NC(=O)Cc3cn(C)c4ccccc34)ccc2O[C@H]1CN(C)C(=O)Nc1ccc(F)cc1 returned Pf Dd2 inh -35, T cruzi growth 16, GASC1 inh -1.8 and C diff growth 7.
`COCC(=O)Nc1ccc2c(c1)OC[C@H](C)N(C(=O)COC)C[C@H](C)[C@H](OC)CN(C)C2=O` gave Pf Dd2 inh 32 and GASC1 inh -0.9.
O=C(C[C@H]1CC[C@@H]2[C@H](COC[C@H](O)CN2C(=O)c2cccnc2)O1)NCc1ccccc1 was read as Pf Dd2 inh 4, T cruzi growth 21, GASC1 inh 0.4 and C diff growth 3.
For CO[C@@H]1CN(C)C(=O)c2ccc(NC(C)=O)cc2OC[C@H](C)N(C(=O)Cc2cccnc2)C[C@H]1C the results were Pf Dd2 inh -10, T cruzi growth 27, GASC1 inh -0.6 and C diff growth 3.

Sorted by molar mass (high to low): some entries from above
Screening C[C@@H]1CN([C@@H](C)CO)C(=O)Cc2cc(NC(=O)Cc3cn(C)c4ccccc34)ccc2O[C@H]1CN(C)C(=O)Nc1ccc(F)cc1 returned Pf Dd2 inh -35, T cruzi growth 16, GASC1 inh -1.8 and C diff growth 7.
For CO[C@@H]1CN(C)C(=O)c2ccc(NC(C)=O)cc2OC[C@H](C)N(C(=O)Cc2cccnc2)C[C@H]1C the results were Pf Dd2 inh -10, T cruzi growth 27, GASC1 inh -0.6 and C diff growth 3.
O=C(C[C@H]1CC[C@@H]2[C@H](COC[C@H](O)CN2C(=O)c2cccnc2)O1)NCc1ccccc1 was read as Pf Dd2 inh 4, T cruzi growth 21, GASC1 inh 0.4 and C diff growth 3.

The listing picks up; the five compounds before the break are reprinted first.
For COc1ccc2c3c([nH]c2c1)[C@@H](CO)N(C(=O)NC(C)C)CC31CCN(C(=O)C2CCCC2)CC1 the results were Pf Dd2 inh -66, GASC1 inh -1.4 and C diff growth -15.
Screening C[C@@H]1CN([C@@H](C)CO)C(=O)Cc2cc(NC(=O)Cc3cn(C)c4ccccc34)ccc2O[C@H]1CN(C)C(=O)Nc1ccc(F)cc1 returned Pf Dd2 inh -35, T cruzi growth 16, GASC1 inh -1.8 and C diff growth 7.
`COCC(=O)Nc1ccc2c(c1)OC[C@H](C)N(C(=O)COC)C[C@H](C)[C@H](OC)CN(C)C2=O` gave Pf Dd2 inh 32 and GASC1 inh -0.9.
O=C(C[C@H]1CC[C@@H]2[C@H](COC[C@H](O)CN2C(=O)c2cccnc2)O1)NCc1ccccc1 was read as Pf Dd2 inh 4, T cruzi growth 21, GASC1 inh 0.4 and C diff growth 3.
For CO[C@@H]1CN(C)C(=O)c2ccc(NC(C)=O)cc2OC[C@H](C)N(C(=O)Cc2cccnc2)C[C@H]1C the results were Pf Dd2 inh -10, T cruzi growth 27, GASC1 inh -0.6 and C diff growth 3.
CO[C@@H]1CN(C)C(=O)c2cc(NC(=O)C3CCCC3)ccc2OC[C@H](C)N(C(C)=O)C[C@@H]1C was read as Pf Dd2 inh -17, T cruzi growth 24, GASC1 inh 0.0 and C diff growth -10.
For COC(=O)C[C@@H]1CC[C@@H]2[C@@H](COc3ccc(NC(=O)C4CCOCC4)cc3C(=O)N2C)O1 the results were Pf Dd2 inh -12, T cruzi growth 22, GASC1 inh 1.2 and C diff growth -4.
`COc1ccccc1CN1C[C@@H]2N[C@H](C1)C2c1ccc(-c2ccccc2OC)cc1` (stereo partly specified) gave Pf Dd2 inh -71&-78, GASC1 inh 2.3&2.7 and C diff growth 3&45.
C[C@@H]1CN([C@@H](C)CO)C(=O)c2cccc(NS(=O)(=O)c3ccc(Cl)cc3)c2O[C@@H]1CN(C)Cc1ccc(C(=O)Nc2ccccc2N)cc1 was read as Pf Dd2 inh -92*, T cruzi growth 99, GASC1 inh -0.8 and C diff growth 10.
`CNC(=O)C[C@H]1CC[C@@H]2[C@@H](COc3ccc(NC(=O)c4cccc(OC)c4)cc3C(=O)N2C)O1` gave Pf Dd2 inh -10, T cruzi growth -5, GASC1 inh 1.7 and C diff growth -1.
`CCCC(=O)Nc1ccc2c(c1)C(=O)N(C)[C@@H]1CC[C@H](CC(=O)NCCN3CCCCC3)O[C@H]1CO2` gave Pf Dd2 inh -19, T cruzi growth -7, GASC1 inh 1.1 and C diff growth -7.
For CO[C@@H](C(=O)N(C)C[C@H]1OCc2ccccc2-c2c(n(C)c3ccccc23)C(=O)N([C@H](C)CO)C[C@@H]1C)c1ccccc1 the results were Pf Dd2 inh -60, T cruzi growth 21, GASC1 inh -0.9 and C diff growth 2.
CCC(=O)N1[C@@H]2c3ccc(C4=CCCC4)c(=O)n3C[C@@H]2[C@@H](CO)[C@@H]1C(=O)NCc1ccccc1 was read as Pf Dd2 inh -2, T cruzi growth 71, GASC1 inh -0.3 and C diff growth 2.
For CC(C)NC(=O)Nc1ccc2c(c1)C(=O)N([C@@H](C)CO)C[C@@H](C)[C@H](CN(C)Cc1ccc3c(c1)OCO3)OCCCC[C@H](C)O2 the results were Pf Dd2 inh -52, T cruzi growth 18, GASC1 inh 3.3 and C diff growth -1.
For Cc1ccc(S(=O)(=O)Nc2ccc3c(c2)CC(=O)N([C@H](C)CO)C[C@@H](C)[C@@H](CN(C)S(=O)(=O)c2cn(C)cn2)O3)cc1 the results were Pf Dd2 inh 19, T cruzi growth 24, GASC1 inh -1.3 and C diff growth -1.
For O=C(NCC1CCCCC1)[C@H]1N[C@H]2c3ccc(C4=CCCC4)c(=O)n3C[C@H]2[C@@H]1CO the results were Pf Dd2 inh -1, T cruzi growth 30, GASC1 inh 0.2 and C diff growth -3.
For C[C@@H]1CN([C@H](C)CO)C(=O)c2cccc(NC(=O)C3CCOCC3)c2O[C@@H]1CN(C)S(C)(=O)=O the results were Pf Dd2 inh 36, T cruzi growth -6, GASC1 inh 3.0 and C diff growth -4.
For O=C(N[C@@H]1CC[C@@H](CCNC(=O)C2CCCCC2)O[C@@H]1CO)c1ccncc1 the results were Pf Dd2 inh -8, T cruzi growth 16, GASC1 inh -0.3 and C diff growth 3.
`CC(=O)NC[C@@H]1[C@@H](c2ccc(C3=CCCCC3)cc2)[C@H](CO)N1C(=O)NC(C)C` gave Pf Dd2 inh -3, T cruzi growth 7, GASC1 inh 4.1 and C diff growth -9.
Screening C[C@@H](NC(=O)C[C@@H]1C=C[C@H](NC(=O)C2CC2)[C@H](CO)O1)c1ccccc1 returned Pf Dd2 inh -3, GASC1 inh 0.5 and C diff growth -1.
For CO[C@@H]1CN(C)C(=O)c2ccc(NC(=O)Nc3ccccc3)cc2OC[C@@H](C)NC[C@@H]1C the results were Pf Dd2 inh -26, GASC1 inh 1.8 and C diff growth 0.
C[C@@H]1CN([C@H](C)CO)S(=O)(=O)c2ccc(-c3ccncc3)cc2O[C@@H]1CN(C)C(=O)C1CCCCC1 was read as Pf Dd2 inh -14, T cruzi growth 67, GASC1 inh -1.0 and C diff growth 9.
`Cc1ccccc1S(=O)(=O)N1CC(=O)N2[C@H](C1)[C@@H](c1ccc(C#CCC3CCCC3)cc1)[C@@H]2CO` gave Pf Dd2 inh -79, GASC1 inh 0.5 and C diff growth 14.
For CNC[C@H]1Oc2c(NC(=O)Nc3ccc4c(c3)OCO4)cccc2C(=O)N([C@@H](C)CO)C[C@H]1C the results were Pf Dd2 inh -44, T cruzi growth -5, GASC1 inh -0.9 and C diff growth 0.
Screening Cc1ccccc1S(=O)(=O)NCC[C@@H]1CC[C@@H](NC(=O)Nc2cccc(F)c2)[C@H](CO)O1 returned Pf Dd2 inh -19, T cruzi growth -24, GASC1 inh -1.3 and C diff growth -10.
`COc1ccc2c3c(n(C)c2c1)[C@@H](CO)N(C(=O)C1CCOCC1)CC31CCN(C(=O)C2CCOCC2)CC1` gave Pf Dd2 inh 42, GASC1 inh 0.8 and C diff growth -4.
N#C[C@H]1[C@H](c2ccc(-c3ccc(F)cc3)cc2)[C@@H](CO)N1c1nc(-c2ccccc2)cs1 was read as Pf Dd2 inh 5, T cruzi growth 92, GASC1 inh -4.2 and C diff growth 6.
`C[C@H]1CN([C@@H](C)CO)C(=O)c2cccc(NC(=O)NC3CCCCC3)c2O[C@H]1CN(C)C(=O)Nc1ccc(F)cc1` gave Pf Dd2 inh -7, T cruzi growth 0, GASC1 inh 1.3 and C diff growth -13.
COc1ccc(CN(C)C[C@H]2Oc3ccc(NC(=O)Nc4cccc5ccccc45)cc3C(=O)N([C@H](C)CO)C[C@@H]2C)cc1 was read as Pf Dd2 inh 6, T cruzi growth -2, GASC1 inh -1.0 and C diff growth -4.
CNC(=O)C[C@H]1CC[C@H]2[C@H](COc3ccc(NC(=O)c4ccc(F)c(F)c4)cc3C(=O)N2C)O1 was read as Pf Dd2 inh -1, T cruzi growth 38, GASC1 inh 2.8 and C diff growth 4.
C/C=C/c1ccc([C@@H]2[C@H](CO)N(C(=O)CC3CC3)C23CN(S(C)(=O)=O)C3)cc1 was read as Pf Dd2 inh -2, GASC1 inh -0.6 and C diff growth -7.
`CC(C)NC(=O)N1[C@H](C(=O)N2CCOCC2)[C@@H](CO)[C@@H]2Cn3c(ccc(-c4ccc(F)cc4)c3=O)[C@@H]21` gave T cruzi growth 3, GASC1 inh -0.6 and C diff growth 2.
